Screening results as filed in PubChem.
LDHA block: qHTS assay for inhibitors of human lactate dehydrogenase. L-lactate dehydrogenase A chain (Homo sapiens), P00338. purified LDHA, NADH/diaphorase-resazurin fluorescence; hits give low values. activity change, % (values are at about 110 or 230 µM). 480,000 compounds, 0.15% hits. AID 1347041, 2019; in the data active means activity change below about -30%; inconclusive means mostly about -25% to -30%;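 further: plate controls were DMSO wells for no effect and wells without enzyme for full effect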
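Resorufin fluorescence (ex540/em590), read at 0 and 20 min after diaphorase/resazurin addition, reports the NADH left after a 5 min room-temperature reaction of 2 nM human LDH5 with 0.06 mM NADH and 0.2 mM pyruvate.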
GRP78 ERSR act: qHTS for Inducers of the Endoplasmic Reticulum Stress Response (ERSR) in Human Glioma: qHTS. U87-MG GRP78 promoter luciferase reporter, 16 h. Potency, µM, for the others: top-dose activation, most hits filed as activators. 420,000 compounds, 0.02% hits. AID 602332, 2012; further: potency means the concentration at half of the fitted maximal effect; series mostly up to about 76 µM; % of control where 0% means no effect; nearly all actives have a fitted effect of over 35% in size
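Stably transfected U87-MG human glioma cells carrying a GRP78-based luminescent sensor were seeded at 1000 cells/well, pin-dosed with compounds and incubated 16 h. Luciferase reagent was then added, and end-point luminescence was read after 10 min at room temperature.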
Vif-A3F inh: qHTS for Inhibitors of Vif-A3F Interactions: qHTS; 390,000 compounds, 0.2% hits; HeLa A3F-eYFP + Vif (tagged APOBEC3F with the HIV-1 protein that degrades it), YFP fluorescence increase; Potency, µM (titrated, usually from 46.1 µM), for the others: at the top dose activity, negative = active; further: potency means the concentration at half of the fitted maximal effect; % of control where 0% means no effect; nearly all actives have a fitted effect of over 65% in size
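HeLa cells stably expressing A3F-eYFP plus Vif, plated and incubated overnight at 37 deg C, then exposed to compounds overnight at 37 deg C. Blocked degradation read as raised yellow fluorescence (Ex 488/Em 500-530).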
D1 antag: Antagonist of Human D 1 Dopamine Receptor: qHTS; activity change, negative = inhibition, % at 10 µM; 360,000 compounds, 3.2% hits; D(1A) dopamine receptor (Homo sapiens), P21728; HEK293 TREx D1 cells, calcium flux, dopamine EC80; hits give low values; in the data active means activity change below about -30%; further: on the % scale 0 is the no-effect control and ±100 the full control effect
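Inducible Hek293 Trex D1 cells (tetracycline, overnight, 30 C). Calcium dye 30–90 min RT. Antagonist mode: EC80 dopamine added after 180 s compound read.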
D2 PAM: HTS Assay for Positive Allosteric Modulators of the Human D2 Dopamine Receptor: Primary Screen for Potentiators; HEK293 T-REx D2, calcium flux, EC20 dopamine potentiation; D(2) dopamine receptor (Homo sapiens), P14416; 340,000 compounds, 0.34% hits; potentiation, % at 10 µM; AID 485347, 2010;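 active means potentiation over 3 SD above the plate norm, cut at about 30% in these data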; further: 0% is about no effect
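Potentiation of an EC20 dopamine calcium response measured kinetically over 180 s, after a preceding 180 s compound-only read flagging agonists. Cells: inducible Hek293 Trex D2 line, 4000/well, cultured overnight at 30 C before dye loading.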
RXFP1 ag: qHTS Assay for Agonists of the Relaxin Receptor RXFP1; Potency, µM (titrated, usually from 57.5 µM), for the others: at the highest dose activation, most hits filed as activators; Relaxin receptor 1 (Homo sapiens), Q9HBX9; 370,000 compounds, 0.3% hits; HEK293T-RXFP1 cAMP TR-FRET, 30 min; response scale: percent of porcine relaxin response, buffer zero; AID 2676, 2010; further: potency means the concentration at half of the fitted maximal effect; on the % scale 0 is the no-effect control and ±100 the full control effect; nearly all actives have a fitted effect of over 60% in size; many of its hits are not listed in these tables
Target sequence (Q9HBX9 whole entry, looked up): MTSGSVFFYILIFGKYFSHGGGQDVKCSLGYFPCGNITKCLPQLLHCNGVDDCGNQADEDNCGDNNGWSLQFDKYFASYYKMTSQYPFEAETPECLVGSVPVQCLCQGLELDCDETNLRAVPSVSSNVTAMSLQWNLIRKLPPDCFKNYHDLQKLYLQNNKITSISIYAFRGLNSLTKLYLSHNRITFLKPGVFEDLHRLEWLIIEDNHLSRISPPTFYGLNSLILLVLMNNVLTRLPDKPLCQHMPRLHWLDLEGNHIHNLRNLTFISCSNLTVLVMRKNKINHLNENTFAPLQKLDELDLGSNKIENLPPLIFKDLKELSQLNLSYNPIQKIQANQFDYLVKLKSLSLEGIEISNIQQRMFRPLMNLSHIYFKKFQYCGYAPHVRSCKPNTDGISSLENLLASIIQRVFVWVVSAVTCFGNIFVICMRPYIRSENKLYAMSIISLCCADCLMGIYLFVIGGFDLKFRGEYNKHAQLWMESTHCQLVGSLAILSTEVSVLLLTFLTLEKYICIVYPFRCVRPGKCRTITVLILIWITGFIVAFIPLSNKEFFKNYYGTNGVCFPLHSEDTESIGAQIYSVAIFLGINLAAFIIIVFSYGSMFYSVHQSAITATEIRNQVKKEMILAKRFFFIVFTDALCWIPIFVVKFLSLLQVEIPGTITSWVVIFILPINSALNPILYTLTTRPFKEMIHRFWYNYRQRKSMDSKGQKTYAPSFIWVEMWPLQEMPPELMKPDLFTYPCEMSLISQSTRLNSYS
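HEK293 cells stably expressing RXFP1, treated 30 min at 37C with compounds plus PDE4 inhibitor Ro 20174; cAMP measured by HTRF TR-FRET. Normalized to buffer and 29 nM porcine relaxin; EC50 by Hill fit.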
D1 ag: Allosteric Agonists of the Human D1 Dopamine Receptor: qHTS | D(1A) dopamine receptor (Homo sapiens), P21728 | activation, % at 2 µM | HEK293 T-REx D1 cells, calcium flux, agonist mode | AID 504660, 2011 | 360,000 compounds, 1% hits; in the data active means activation above about 30%; further: 0% is about no effect
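Tetracycline-induced HEK293 TREx D1 cells, force-coupled to calcium signalling, were dye-loaded with a no-wash calcium kit. Compound was pin-added after a 10 s baseline. Fluorescence was read kinetically at 1 cycle/s for 180 s, with calcium rises flagged as agonism.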
D1 potentiator: Potentiators of Human D1 Dopamine Receptor: qHTS | D(1A) dopamine receptor (Homo sapiens), P21728 | HEK293 TREx D1 cells, calcium flux, dopamine EC20 potentiation | potentiation, % at 10 µM | 360,000 compounds, 0.036% hits; in the data active means potentiation above about 30%; further: 0% is about no effect
Vif-A3G inh: qHTS for Inhibitors of Vif-A3G Interactions: qHTS; DNA dC->dU-editing enzyme APOBEC-3G (Homo sapiens), Q9HC16; HeLa A3G-eYFP + Vif (tagged APOBEC3G with the HIV-1 protein that degrades it), YFP fluorescence, overnight; Potency, µM (doses to about 46.1 µM), for inactives: at the highest dose activity, negative = active, usual class: inhibitors; 410,000 compounds, 0.076% hits; AID 602310, 2012;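 further: potency means the concentration at half of the fitted maximal effect; on the % scale 0 is the no-effect control and ±100 the full control effect; nearly all actives have a fitted effect of over 60% in size; hits raise eYFP signal because A3G escapes Vif-driven loss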
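Read-out is eYFP fluorescence (Ex 488/Em 500-530) from Vif-expressing HeLa A3G-eYFP cells; more signal means A3G escaped Vif-mediated degradation. Cells plated overnight, compound pinned in, incubated overnight at 37 deg C.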
Numbers without * were called inactive; ? = inconclusive; · = not tested or not shown; & = joins results of further samples. Unless noted, the call rests on the fitted dose curve; in most records, active means well fitted curve in the direction sought with a large enough effect; inconclusive means small, poorly fitted or top-dose-only effect, or another doubt; inactive means no such curve, though single readings can be large; an effect the other way counts as inactive or inconclusive. This is a subset; the hit share may differ from the screen's.

SMILES	LDHA block	GRP78 ERSR act	Vif-A3F inh	D1 antag	D2 PAM	RXFP1 ag	D1 ag	D1 potentiator	Vif-A3G inh
O=C(COC(=O)[C@H](Cc1ccccc1)NC(=O)c1cccs1)Nc1cc(F)ccc1F	-1	-4%	4%	-9	-6	0.1%	2	1	-5%
CC(=O)Nc1ccc(NC(=O)c2cc(-c3cccs3)on2)cc1	-15	2%	-4%	5	-11	-1.1%	0	0	2%
CCCc1nc2c(sc3nc4c(cc32)COC(C)(C)C4)c(=O)o1	0	-1%	0%	-5	1	1.2%	1	3	-1%
CCCCC(=O)/C=C/n1c(=S)oc2ccccc21	-6	-4%	1%	-1	8	4.2%	1	-4	?
COc1ccc(S(=O)(=O)NCC(c2ccc(C)cc2)N2CCN(C)CC2)cc1 (centres undefined)	-5	-5%	-13%	-8	-9	-0.7%	7	-5	0%
Cc1ccc(OCc2nnc(SCC(=O)c3ccccc3)n2-c2ccccc2)cc1	4	0%	-1%	8	3	2.5%	17	-6	2%
CC(C)CC(OC(=O)CNC(=O)c1ccccc1)C(=O)Nc1cc(C(F)(F)F)ccc1Cl (centres undefined)	2	·	·	-27	·	·	5	-2	·
COC(=O)c1ccc(OCC2c3cc(OC)c(OC)cc3CCN2C(=O)c2ccco2)cc1 (centres undefined)	-1	-9%	-3%	1	21	3.7%	8	-6	-1%
O=C(CC1CCCCC1)Nc1ncn[nH]1	-10	0%	0%	-4	0	-0.5%	4	6	2%
COC(=O)c1cc2oc(C)cc2n1CC(=O)N(C)c1ccccc1	-5	-4%	-1%	17	·	-0.6%	2	-1	1%
CC(C)(C)C(=O)Nc1ccc2nc(SCC(=O)N3CCCC3)sc2c1	1	0%	-6%	-14	-5	4.4%	0	0	0%
COc1ccc(-c2c(C#N)c(N)nc3c2c(=O)n(C)c(=O)n3C)cc1	-5	-6%	-8%	12	10	?	-1	-7	1%
CCc1ccc(N(CC(=O)O)S(=O)(=O)c2c(C)noc2C)cc1	-4	-5%	-14%	-21	-4	0.2%	0	-5	-3%
Cc1ccc(-n2ncc3c2CCCC3NC(=O)CCCN2CCCCC2=O)cc1C (centres undefined)	-10	3%	-8%	-7	8	1.8%	0	-2	1%
Cc1ccc(S(=O)(=O)N[C@H](C(=O)OCn2nnc3ccccc3c2=O)C(C)C)cc1	0	-6%	4%	-7	6	0.2%	0	-5	2%
CCN1CCN(C(=O)C2=CC(c3ccc(OC)cc3)=NS(=O)(=O)N2C)CC1	2	2%	-17%	-16	-5	1.6%	1	7	-2%
O=C(COc1ccccc1Cl)NCCCNC(=O)c1ccco1	-10	-3%	14%	-1	7	-0.1%	8	·	1%
COc1ccc(-c2oc(/N=C/N3CCCC3)c(C#N)c2-c2ccc(OC)cc2)cc1	0	-5%	-6%	-13	8	-0.5%	3	0	3%
CCc1nnc(NC(=O)c2nc(SCc3ccccc3C)ncc2Cl)s1	2	-2%	1%	7	14	-3.6%	-2	-1	-1%
COc1cc(/C=C(\C#N)c2[nH]nc(N)c2C#N)cc(OC)c1O	6	0%	7%	5	·	1.0%	36*	3	-4%
O=C(CN1CCOCC1)Nc1ccc(Cl)cn1	-4	-7%	-10%	-10	11	-0.4%	3	-1	0%
O=C(NCC(=O)N1CCCC(C(F)(F)F)C1)c1ccco1 (centres undefined)	-1	-3%	-4%	-15	21	3.2%	2	-3	1%
CC(=O)c1ccc(N2CCN(C(=O)C3CCC3)CC2)cc1	-7	0%	-15%	-5	0	-0.1%	4	-5	-3%
O=C(CSc1nc2c(cnn2-c2cccc(Cl)c2)c(=O)[nH]1)NCC1CCCO1 (centres undefined)	-5	0%	-1%	17	4	-1.6%	4	1	-1%
CN(Cc1ccc(C(C)(C)C)cc1)C(=O)Cc1ccc(S(=O)(=O)N2CCOCC2)s1	-1	-2%	3%	2	0	-0.2%	13	-6	0%
CCOC(=O)C1=C(N)n2c(s/c(=C\c3cccnc3)c2=O)=C(C(=O)OC)C1c1cccnc1 (centres undefined)	-8	-4%	-17%	·	·	·	·	·	4%
Cc1cc(C)nc(SCC(=O)c2ccc(O)cc2O)n1	0	-3%	-4%	-43*	·	-0.3%	4	2	-5%
COc1ccc(OCCn2c(C)nc3ccccc32)cc1	-6&-10	0%	-7%	·	·	·	·	·	3%
CCc1ccc2c(c1)C(c1cccs1)=NNC(c1cccnc1)=N2	0	-2%	-3%	1	-2	1.5%	2	-2	-3%
O=C(Nc1nnc(C2CC2)s1)c1ccc(Cl)nc1	-1	1%	-6%	-16	17	1.2%	1	2	-12%
CN(C)S(=O)(=O)c1ccc(S(=O)(=O)NCCN2CCOCC2)cc1	-1	-3%	1%	-2	-2	-0.2%	3	-2	-7%
CSCCn1c(C(C)(C)C)cc(C(=O)O)c1C	-17	-2%	?	-13	-6	0.3%	4	-4	0%
Cc1cc(C)c(NC(=O)Nc2ccccc2C)c(Cl)c1	-7	-3%	6%	-24	4	-0.3%	1	-6	0%
CCOCCOC(=O)CCSc1n[nH]c(=O)[nH]c1=O	-2	-3%	-3%	1	15	2.1%	1	12	-2%
Cc1ccc(N2CC(C(=O)Nc3ccc(N(C)C)cc3)CC2=O)cc1C (centres undefined)	0	0%	5%	0	15	-1.2%	1	-1	0%
N#CC(C(=O)OC1CCCCC1)c1nc2ccccc2nc1N1CCCCC1 (centres undefined)	·	·	·	24	-4	-0.7%	1	4	·
O=C(c1cc(COc2ccc(F)cc2F)on1)N1CCN(C2CCCC2)C(=O)C1	-1	0%	-9%	-25	-5	-0.4%	6	-1	-7%
COc1ccc(N2CCN(Cc3nnc(-c4cccc(Br)c4)o3)CC2)cc1	-5	0%	-6%	-3	-5	3.2%	4	8	0%
CN(C)S(=O)(=O)c1ccc(C(=O)NC2CCCc3ccccc32)cc1 (centres undefined)	-5	-4%	13%	3	14	-2.6%	7	-2	-1%
COc1cccc(-c2c(NC(=O)c3ccco3)oc3ccc(Cl)cc3c2=O)c1	1&2	2%	-7%	-1	9	2.7%	3	-3	-12%
CC(=O)Nc1ccc(C(=O)CSc2nnc(-c3ccc(O)cc3)n2CC2CCCO2)cc1 (centres undefined)	3	0%	-1%	-5	16	-0.2%	28	-2	-2%
CN(CC(=O)Nc1ccccc1Br)C(=O)CCSc1ccc(F)cc1	-4	-2%	-6%	7	-3	0.0%	7	-2	2%
CCOC(=O)C1C(=O)NC(N2CCc3ccccc32)=NC1c1ccccc1 (centres undefined)	-4	3%	2%	-6	1	1.5%	2	-1	-6%
O=C(NC1CCCCC1)c1cc(N2C(=O)CCC2=O)ccc1Cl	-7	-1%	-5%	3	5	-0.8%	3	·	0%
Cc1ccc(S(=O)(=O)Oc2cccc(/C=N/Nc3ccc(C(=O)O)cc3)c2)cc1	-7	11%	-13%	8	7	0.0%	1	-5	-3%
COC(CNC(=O)C1CCCCC1C(=O)O)OC (centres undefined)	-8	-3%	-4%	11	-8	0.2%	2	-2	1%
CCn1c2ccccc2c2cc(NC(=O)C/C(C)=N/NC(=O)c3ccccc3N)ccc21	-1	1%	-2%	6	-1	3.9%	3	-4	1%
Cn1c(C(=O)N[C@@H](Cc2ccccc2)C(=O)O)cc2cc(F)ccc21	0	2%	?	9	15	0.7%	1	-3	-6%

Results in GRP78 ERSR act, D1 antag and Vif-A3F inh (three entries from above):
molecule | GRP78 ERSR act | D1 antag | Vif-A3F inh
O=C(CN1CCOCC1)Nc1ccc(Cl)cn1 | -7% | -10 | -10%
CSCCn1c(C(C)(C)C)cc(C(=O)O)c1C | -2% | -13 | ?
CC(C)(C)C(=O)Nc1ccc2nc(SCC(=O)N3CCCC3)sc2c1 | 0% | -14 | -6%

The list continues.
SMILES	LDHA block	GRP78 ERSR act	Vif-A3F inh	D1 antag	D2 PAM	RXFP1 ag	D1 ag	D1 potentiator	Vif-A3G inh
CC(C)CC(c1nnnn1Cc1ccc2c(c1)OCO2)N1CCC(C(N)=O)CC1 (centres undefined)	-6	-5%	-1%	-2	-1	0.4%	1	-2	-1%
CCc1ccccc1NC(=O)Cn1c(=O)n(-c2ccc(CC(=O)NCC3CCCO3)cc2)c(=O)c2ccccc21 (centres undefined)	-1&-11	0%&-1%	-12%&-1%	5&3	-2&21	-1.8%&5.1%	2&2	-1&1	-4%&1%
Oc1ccccc1-c1nnc(-c2ccc(C(F)(F)F)cc2)o1	-2	-1%	0%	-13	-4	2.6%	5	-3	0%
Cc1cc(N2CC(C(=O)NCc3cccs3)CC2=O)ccc1C(C)C (centres undefined)	-3	-1%	-8%	12	-1	-0.4%	1	-3	-7%
O=C(Nc1ccc(F)c(Cl)c1)C1CCCC1	6	0%	-4%	·	·	·	·	·	-4%
O=C(Nc1ccnc(-c2cccnc2)n1)c1cccc(Cl)c1Cl	-13	-4%	-13%	-5	24	3.0%	2	-1	-9%
CC(=O)Nc1cccc(NC(=O)c2c(-c3ccccc3)c(-c3ccccc3)nn(C)c2=O)c1	-12	-5%	-2%	-1	-10	-0.2%	-1	-1	1%
C(=N\N1CCN(Cc2cccc3ccccc23)CC1)/c1ccco1	-8	3%	0%	4	-16	-0.7%	1	13	-5%
Nc1nnc(SCC(=O)N2CCN(Cc3ccccc3)CC2)s1	-7	-1%	-20%	-14	3	0.0%	2	5	0%
